# PERK inh: block of dimerizer-induced PERK translation repression, primary screen, PERK inhibitor project, CHO PERK-DD cells, SEAP luminescence, HTS; Eukaryotic translation initiation factor 2-alpha kinase 3 (Homo sapiens), Q9NZJ5; CHO PERK-DD fusion, SEAP luminescence translation reporter; inhibition, % at 5.6 µM; actives 0.17% (n = 220,000); AID 1416, 2008;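 active means inhibition above the mean inhibition of all tested compounds plus 3 SD, set separately per screening campaign, cut at about 2.9% in these data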;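 further: PERK kinase domain activated by AP20187 dimerizer at 100 nM; 0% = DMSO with dimerizer and 100% = rapamycin at 8.4 µM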
# Wee1 degr inh: Wee1 degradation inhibitors, primary screen, cell-based, HeLa, Wee1K328M-luciferase, luminescence; actives 1.2% (n = 220,000); AID 1321, 2008; HeLa Luc-Wee1K328M stability; 100% = proteasome inhibitor MG132 effect; reporter increase, % at 5 µM;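 active means activation above the mean of all tested compounds plus 3 SD, set per screening run, cut at about 8.8% in these data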;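 further: cells exposed to compound for 20 h before luminescence read; 0% = DMSO alone and 100% = MG132 at 30 µM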
# Furin inh: human furin inhibitors, primary screen, biochemical, fluorescence intensity; purified furin, fluorogenic substrate cleavage; inhibition, % at 30 µM; actives 0.061% (n = 220,000); in the data active means inhibition above about 25%; further: inactives centre near -15
# FXIIa inh: human FXIIa protease inhibitors, primary screen, biochemical, 1536-well; Coagulation factor XII (Homo sapiens), P00748; purified FXIIa, Boc-QGR-AMC fluorogenic substrate, 2 h; inhibition, % at 5 µM; actives 0.3% (n = 220,000); AID 800, 2007; in the data active means inhibition above about 40%;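 further: 0% = enzyme with no compound and 100% = blank without enzyme; many of its hits are not listed in these tables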
# p97 inhibitor: inhibitors of human p97 ATPase, primary screen, biochemical. Transitional endoplasmic reticulum ATPase (Homo sapiens), P55072. recombinant p97 ATPase, Kinase-Glo ATP luminescence, 3 h. inhibition, % at 8 µM. actives 0.42% (n = 220,000); in the data active means inhibition above about 15%;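 further: 0% = DMSO vehicle and 100% = wells lacking enzyme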
# Target sequence (P55072 whole entry, looked up): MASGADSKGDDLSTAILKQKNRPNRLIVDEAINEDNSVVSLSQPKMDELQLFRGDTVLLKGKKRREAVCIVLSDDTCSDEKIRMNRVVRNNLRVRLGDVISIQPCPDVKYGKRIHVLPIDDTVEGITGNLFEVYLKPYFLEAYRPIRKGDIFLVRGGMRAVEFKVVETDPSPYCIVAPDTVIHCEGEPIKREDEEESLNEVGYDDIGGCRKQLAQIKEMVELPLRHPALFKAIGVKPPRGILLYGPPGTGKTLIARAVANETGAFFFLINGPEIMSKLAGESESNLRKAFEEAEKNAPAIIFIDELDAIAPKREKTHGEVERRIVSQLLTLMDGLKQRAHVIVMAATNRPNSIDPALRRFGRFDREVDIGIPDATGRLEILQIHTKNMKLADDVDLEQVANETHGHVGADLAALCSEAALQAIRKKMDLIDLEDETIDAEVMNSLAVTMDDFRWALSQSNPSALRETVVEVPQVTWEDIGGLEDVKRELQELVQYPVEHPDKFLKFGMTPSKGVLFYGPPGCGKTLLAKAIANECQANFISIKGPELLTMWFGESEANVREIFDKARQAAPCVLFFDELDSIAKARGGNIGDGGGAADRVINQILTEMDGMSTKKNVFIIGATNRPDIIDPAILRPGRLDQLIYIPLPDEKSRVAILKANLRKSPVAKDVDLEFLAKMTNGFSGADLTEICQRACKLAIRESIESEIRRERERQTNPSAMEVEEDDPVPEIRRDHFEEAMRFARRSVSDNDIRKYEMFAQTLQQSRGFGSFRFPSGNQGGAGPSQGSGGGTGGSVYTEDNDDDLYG
# KLK5 inh: human KLK5 protease inhibitors, primary screen, biochemical, 1536-well; Kallikrein-5 (Homo sapiens), Q9Y337; recombinant hK5, fluorogenic AMC substrate cleavage; inhibition, % at 5 µM; actives 0.59% (n = 210,000); AID 873, 2007;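 active means inhibition of 40% or more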;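 further: 0% = enzyme controls without compound and 100% = no-enzyme blanks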
# Target sequence (Q9Y337 67-293 limits assumed): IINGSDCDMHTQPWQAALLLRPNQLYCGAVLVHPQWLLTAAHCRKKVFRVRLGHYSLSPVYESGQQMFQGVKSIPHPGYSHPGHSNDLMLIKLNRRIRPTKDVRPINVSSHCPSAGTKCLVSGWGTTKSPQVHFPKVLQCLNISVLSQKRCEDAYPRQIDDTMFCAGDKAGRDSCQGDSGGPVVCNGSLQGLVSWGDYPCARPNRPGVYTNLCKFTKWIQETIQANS
# FXIa inh: human FXIa protease inhibitors, primary screen, biochemical, 1536-well; inhibition, % at 5 µM; Coagulation factor XI (Homo sapiens), P03951; purified FXIa, Boc-Glu-Ala-Arg-AMC fluorogenic substrate; actives 0.14% (n = 220,000);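 active means inhibition of at least 40%; inactive means inhibition below 40%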;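 further: fluorescence of freed AMC excited at 355 nm; 0% = enzyme without compound and 100% = no enzyme blank; many of its hits are not listed in these tables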
# Cl transport mod: KCC2 cotransporter modulators, thallium flux, primary screen, cell-based, HEK293 KCC2, FluoZin-2 fluorescence, MLSMR | Solute carrier family 12 member 5 (Homo sapiens), Q9H2X9 | KCC2 cells, thallium flux FluoZin-2 fluorescence | B-score of Tl+ flux slope (higher = more flux/activation; lower = inhibition) at 10 µM | actives 2.2% (n = 190,000) | AID 1456, 2008;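 active means thallium flux slope and its plate-corrected score both differing from the plate sample mean at a set confidence after two filtering rounds, in either direction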;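 further: slope of fluorescence scaled to starting intensity during 10 to 20 s after thallium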
# Thrombin inh: human alpha-thrombin inhibitors, primary screen, counter-screen for coagulation protease inhibitor project, biochemical, 1536-well, fluorogenic AMC substrate; actives 0.26% (n = 220,000); AID 1046, 2008; Boc-VPR-AMC fluorogenic substrate cleavage; inhibition, % at 5 µM;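 active means inhibition at or above 40%; inactive means inhibition below 40%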;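 further: 0% = enzyme with no compound and 100% = wells without enzyme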
#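 Material: human alpha-thrombin protein. Incubation: reaction at ambient temperature. Technique: fluorescence of released AMC, ex 355 nm, em 460 nm. Control set: no-compound enzyme wells and no-enzyme blanks. Also added: Boc-VPR-AMC substrate, 15 µM final. Buffer or medium: pH 7.5 Tris (50 mM) with NaCl 150 mM, Tween 20 0.05%.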
# Numbers without * were called inactive; x = not tested or not shown; [ ] = dose if it differs, or a comment. Random draw from the library (roughly 4.4% active in at least one column).
SMILES,PERK inh,Wee1 degr inh,Furin inh,FXIIa inh,p97 inhibitor,KLK5 inh,FXIa inh,Cl transport mod,Thrombin inh
COc1ccc(NC(=O)c2oc3ccccc3c2NC(=O)c2ccco2)cc1,0.5,2,-11[20 µM],-9,5,-8,-9,0.0035,0
Cc1cc(NC(=O)c2ccc(COc3ccc(Cl)c(C)c3)o2)no1,1.1,-2,-30[20 µM],12,4,-15,5,-1.1,4
Cc1c(Cl)cnc(NC(=O)COC(=O)CCc2nc3ccccc3s2)c1Cl,0.8,-2,-20,7,2,-2,3,-0.75,-4
C/C(=N\OCc1ccccc1C#N)c1cc2ccccc2o1,-0.4,0,-15,4,-2,13,-1,x,-3
C[C@]12CC(O)C3C(CCC4=CC(=O)CC[C@@]43C)C1CCC2c1csc(-c2ccccc2)n1 (stereo partly specified),1.0,-1,-1,10,1,2,5,0.81,3
CCOC(=O)C1=C(O)/C(=C\c2ccc(O)c(OCC)c2)N=C1C,2.0,2,-2,10,2,3,4,0.83,-4
O=C(CCCn1c(=S)[nH]c2cc3c(cc2c1=O)OCO3)NCc1ccco1,0.4,-2,-10,5,3,-5,0,-0.01,x
COC(=O)c1cccc(NC(=O)Cn2cnc3ccccc3c2=O)c1,0.3,-2,-15,13,-4,-5,-1,x,-2
Cc1nn(Cc2ccc(Cl)cc2)c2sc(C(=O)O)cc12,0.8,8,-27,0,3,-3,-6,-1.5,-1
COc1cccc(-n2c(Cc3cc(=O)[nH]c(=O)[nH]3)nnc2SCC(=O)N2CCC(C)CC2)c1,1.0,0,-21,16,2,-28,6,x,1
CCCNC(=O)CC1Sc2ccccc2NC1=O (stereo unspecified),1.4,-3,-17[20 µM],0,-1,5,-6,-0.34,-4
CCOC(=O)N1CCC(NC(=O)c2sc(-n3cccc3)nc2C)CC1,-1.1,-2,-17,2,-5,-1,-2,x,-5
Cc1cc(C)c2c(n1)sc1c(N3CCN(CCO)CC3)ncnc12,-1.0,-1,-20[20 µM],-3,-1,5,3,-0.63,4
CSc1ccccc1NC(=O)Cc1ccccc1,0.5,1,-12,9,5,-2,3,0.13,x
COc1ccc(C2C(C(=O)N3CCN(c4ccc(OC)cc4)CC3)c3ccccc3C(=O)N2C)cc1 (stereo unspecified),-1.6,-1,-9[20 µM],12,-7,-5,2,-0.16,6
CC(C)CC(=O)Nc1ccc(Nc2ccccc2)cc1,-0.1,-1,-15[20 µM],16,2,-4,9,0.38,3
Cc1cc(C(=O)NC2CCCCC2)c(C)n1-c1ccc(F)cc1,0.4,5,-20,14,-3,-10,-15,0.9,1
O=C(NCc1ccco1)c1ccc2c(=O)n(Cc3ccco3)c(SCC(=O)N3CCCC3)nc2c1,-1.2,3,-19,27,1,3,11,-1,10
Clc1ccc(SCc2cc(N3CCOCC3)nc(-c3ccccn3)n2)cc1,0.2,-1,-9,-6,3,-23,-4,-1.5,2
O=C(c1cccs1)N1CCN(Cc2ccccc2)CC1,0.8,3,-19,8,6,-16,6,0.91,-2
COC(=O)c1[nH]c2ccc(C)cc2c1NC(=O)CCN1CCN(C2CCCCC2)CC1,-1.8,-1,-3,1,-1,-5,-13,x,-4
Cc1nnc2n(Cc3ccccc3)c(=O)c3c4c(sc3n12)COC(C)(C)C4,-0.2,1,-18,3,5,-17,-11,x,-9
CCc1nnc(NC(=O)CSc2nnc(CSc3nc(C)cc(C)n3)n2C)s1,0.9,-3,-11,15,-1,-25,-4,x,-11
COC(=O)/C(C#N)=C\c1c(OC)[nH]c2ccccc12,-1.0,-1,-7,11,7,6,6,-1.1,1

# 13 entries from above in another layout:
SMILES | PERK inh | Wee1 degr inh | Furin inh | FXIIa inh | p97 inhibitor | KLK5 inh | FXIa inh | Cl transport mod | Thrombin inh
CCOC(=O)N1CCC(NC(=O)c2sc(-n3cccc3)nc2C)CC1 | -1.1 | -2 | -17 | 2 | -5 | -1 | -2 | x | -5
Cc1cc(C)c2c(n1)sc1c(N3CCN(CCO)CC3)ncnc12 | -1.0 | -1 | -20[20 µM] | -3 | -1 | 5 | 3 | -0.63 | 4
CSc1ccccc1NC(=O)Cc1ccccc1 | 0.5 | 1 | -12 | 9 | 5 | -2 | 3 | 0.13 | x
COc1ccc(C2C(C(=O)N3CCN(c4ccc(OC)cc4)CC3)c3ccccc3C(=O)N2C)cc1 (stereo unspecified) | -1.6 | -1 | -9[20 µM] | 12 | -7 | -5 | 2 | -0.16 | 6
CC(C)CC(=O)Nc1ccc(Nc2ccccc2)cc1 | -0.1 | -1 | -15[20 µM] | 16 | 2 | -4 | 9 | 0.38 | 3
Cc1cc(C(=O)NC2CCCCC2)c(C)n1-c1ccc(F)cc1 | 0.4 | 5 | -20 | 14 | -3 | -10 | -15 | 0.9 | 1
O=C(NCc1ccco1)c1ccc2c(=O)n(Cc3ccco3)c(SCC(=O)N3CCCC3)nc2c1 | -1.2 | 3 | -19 | 27 | 1 | 3 | 11 | -1 | 10
Clc1ccc(SCc2cc(N3CCOCC3)nc(-c3ccccn3)n2)cc1 | 0.2 | -1 | -9 | -6 | 3 | -23 | -4 | -1.5 | 2
O=C(c1cccs1)N1CCN(Cc2ccccc2)CC1 | 0.8 | 3 | -19 | 8 | 6 | -16 | 6 | 0.91 | -2
COC(=O)c1[nH]c2ccc(C)cc2c1NC(=O)CCN1CCN(C2CCCCC2)CC1 | -1.8 | -1 | -3 | 1 | -1 | -5 | -13 | x | -4
Cc1nnc2n(Cc3ccccc3)c(=O)c3c4c(sc3n12)COC(C)(C)C4 | -0.2 | 1 | -18 | 3 | 5 | -17 | -11 | x | -9
CCc1nnc(NC(=O)CSc2nnc(CSc3nc(C)cc(C)n3)n2C)s1 | 0.9 | -3 | -11 | 15 | -1 | -25 | -4 | x | -11
COC(=O)/C(C#N)=C\c1c(OC)[nH]c2ccccc12 | -1.0 | -1 | -7 | 11 | 7 | 6 | 6 | -1.1 | 1

# Additional results follow:
SMILES,PERK inh,Wee1 degr inh,Furin inh,FXIIa inh,p97 inhibitor,KLK5 inh,FXIa inh,Cl transport mod,Thrombin inh
CC(=O)C1=C(C)N(Cc2ccco2)C(=O)C1(NC(=O)C1CCCCC1)C(F)(F)F (stereo unspecified),-0.7,-3,-12[20 µM],14,-3,-17,3,1.6,0
CCOC(=O)C1(Cc2ccccc2)CCCN(Cc2cccc(C(C)=O)c2)C1 (stereo unspecified),0.0,2,-12,8,-3,3,1,x,0
O=C(CN1CCN(c2ccccc2)CC1)Nc1ccc(OCc2ccccc2)cc1,0.9,1,-18[20 µM],-8,-6,3,1,-0.001,-15
N#Cc1c(-c2ccccc2)c(-c2ccccc2)nn(CC(=O)NNC(=O)Nc2ccc(Cl)cc2)c1=O,2.3,1,-17,3,31*,2,9,-1.5,-3
CCCCC(=O)N(CCOC)c1nnc(-c2ccccc2C)s1,1.3,-4,-12,5,0,-2,-2,0.079,-1
COc1ccc(CNc2nc3ccccc3n2Cc2ccc(C)cc2)cc1OC,-1.2,-2,-11,15,4,-12,6,0.15,-3
CC(NC(=S)NCc1ccc(F)cc1)C12CC3CC(CC(C3)C1)C2 (stereo unspecified),0.9,3,-16,6,1,1,1,1.6,2
COc1ccccc1N(CC(O)COc1ccccc1C)S(=O)(=O)c1ccccc1 (stereo unspecified),-0.6,-1,-15,9,-1,-9,-15,-1.8,-1
CCOc1ccc(NC(=O)c2ccc(NC(=O)c3ccc(CN4CCOCC4)cc3)cc2)cc1,0.4,-2,-1,13,-5,4,1,x,0
CC(=O)C1C(c2cccc(Oc3ccccc3)c2)NC(=O)NC1(O)C(F)(F)F (stereo unspecified),-0.4,0,-9,11,-6,-11,1,3.1,2
CC(OC(=O)CCc1nc2ccccc2[nH]c1=O)c1ccccc1 (stereo unspecified),0.4,11*,-26,11,2,-2,2,-0.12,-9
N/C(=N/O)c1nc(N2CCCCC2)nc(N2CCCCC2)n1,-0.2,0,-10[20 µM],-1,1,3,1,-0.33,0
O=C1C(=O)c2ccccc2C(O)=C1c1cccc([N+](=O)[O-])c1,-0.5,3,-15,11,4,3,3,-0.66,0
NS(=O)(=O)c1ccc(NC(=S)N2CCN(Cc3ccc(Cl)c(Cl)c3)CC2)cc1,0.3,-1,-26,13,3,x,2,-3.1,2
CCc1cc2c3c(c1)/C(=C1/SC(N)=NC1=O)C(=O)N3C(C)(C)C=C2C,0.4,2,-10[20 µM],11,-5,-15,7,x,9
O=C(NCC1COc2ccccc2O1)C1CCCN(S(=O)(=O)c2cccc3cccnc23)C1 (stereo unspecified),-0.6,0,-39,16,2,-10,4,x,-4
O=C(N/N=C/c1ccco1)C12CC3CC(CC(C3)C1)C2,0.8,-1,-20,7,2,x,-2,0.15,-5
CCOC(=O)c1cccc(S(=O)(=O)N2CCCC2)c1,-0.2,2,-13,6,-4,-19,-10,0.13,-11
CCC(CC)NC(=O)c1ccc2c(c1)OCCO2,1.1,3,-12[20 µM],15,2,-1,5,-0.65,-3
COCCn1nnnc1C(C(C)C)N(Cc1cccnc1)Cc1ccccc1Cl (stereo unspecified),-0.8,-1,-16[20 µM],-11,-3,-30,-11,1,-12
Cc1ccnc2nc(C(=O)OCC(=O)Nc3ccc4c(c3)OC(F)(F)O4)nn12,0.8,3,-8[20 µM],20,3,-10,1,0.067,3
O=C1CC2(CC(c3ccc(Cl)cc3)=NO2)C(=O)N1c1ccccc1 (stereo unspecified),0.0,0,-18,4,2,-2,-3,-0.98,-12
CSCCOC(=O)COc1ccc(/C=N/NC(=O)c2c(Cl)cnn2C)cc1,2.2,2,-3,3,3,-6,-2,-1.3,0
Cc1cc(C)nc(SCC(=O)Nc2ccc(Br)cn2)n1,-0.4,-2,-13,7,2,-8,-3,0.024,1
COc1ccc2nc(NC(=O)CCN3C(=O)c4ccccc4C3=O)sc2c1,-1.8,0,-17[20 µM],-7,-7,1,-1,-0.06,0
CCOc1ccc(C(=O)NCCO)cc1,-0.4,-3,-36,x,3,0,3,0.45,-3
COC(=O)c1ccccc1Sc1c(/C=N/OC(=O)c2ccccc2)c(C(F)(F)F)nn1C,2.0,1,-15[20 µM],23,4,-1,16,x,-2
COc1ccc(C(=O)c2cnc[nH]2)cc1OC,1.2,3,-2,6,12,5,-6,-0.57,1
CCN1CCN(c2c(Cl)cccc2NC(=O)c2ccc([N+](=O)[O-])cc2)CC1,-1.0,-2,-16,5,2,-6,-1,-0.74,2
Cc1cc(=O)[nH]c(SCC(=O)NC(c2ccccc2)c2ccccc2)n1,0.0,-1,-32,9,4,4,-1,-0.084,1
COc1ccccc1NC(=O)NCCc1c[nH]c2ccccc12,-0.8,-3,-24,9,4,-1,-1,-1,-2
O=C(O)c1ccoc1CN1CCCCC1,0.5,5,5[20 µM],1,4,-9,-5,x,-4

# Source: PubChem BioAssay
